# Screening results: PubChem BioAssay, Sanford-Burnham Center for Chemical Genomics
# HKDC1 inhibitor = blocks human hexokinase HKDC1 activity. Q2TB90. recombinant HKDC1, G6PDH/diaphorase resazurin coupled fluorescence. inhibition, % at 20 µM. hit rate 0.16% among 340,000. AID 493160;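 active = inhibition above about 35% when tested at 20 µM, limit read from the data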;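 note: plate controls were DMSO wells with enzyme for no effect and DMSO wells lacking enzyme for full effect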
#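 Assay system – recombinant HKDC1 (HK5) hexokinase enzyme, produced in-house · Input – HKDC1 at 5 µg/mL · Reagent – glucose plus 1 mM ATP as hexokinase substrates · Timing – 90 min reaction incubation at room temperature, dark · Measured by – G6PDH/diaphorase-coupled fluorescence, 1 mM NADP, 100 µM resazurin, 525/613 nm · Benchmarks – DMSO-enzyme wells negative, buffer-substituted wells positive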
# Apaf-1 inh = inhibitors of human Apaf-1 apoptosome. inhibition, % at 20 µM. AID 489030. O14727. reconstituted apoptosome caspase-3 activity, DEVD-Rh110 fluorescence. hit rate 0.71% among 330,000; active = inhibition of at least 40% at 20 µM;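 note: plate controls were DMSO wells for no effect and DEVD-CHO caspase inhibitor wells for full effect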
#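 Material: reconstituted apoptosome with Apaf-1, cytochrome c, caspase-9, procaspase-3, dATP. Technique: Rh110 fluorescence intensity. Buffer or medium: pH 7.5 Hepes buffer with CHAPS, BSA, DTT. Times: 30 min plus 50 min, RT.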
# UBC13 inh = blocks human UBC13 polyubiquitin chain formation; AID 485273; TR-FRET; hit rate 0.47% among 330,000; inhibition, % at 20 µM; P61088; in the data active = inhibition above about 45%, passing the limit was not always enough; inconclusive = no clear call, values can overlap the other calls
# Target sequence (P61088 whole entry, looked up): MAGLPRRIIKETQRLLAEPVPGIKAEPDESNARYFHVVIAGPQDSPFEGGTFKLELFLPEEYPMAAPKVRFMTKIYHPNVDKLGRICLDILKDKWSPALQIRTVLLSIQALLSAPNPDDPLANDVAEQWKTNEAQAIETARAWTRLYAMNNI
# Gli-Sufu antag = Gli-Sufu pathway antagonism. inhibition, % at 5 µM. Sufu-KO-LIGHT fibroblasts, Gli luciferase reporter luminescence. hit rate 0.74% among 340,000;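 active = inhibition above about 55%, limit read from the data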;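 note: 0% = DMSO-treated cells and 100% = wells with medium but no cells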
# SENP7 inh = blocks the human protease SENP7; inhibition, % at 5 µM; hit rate 1.5% among 330,000; recombinant SENP7, Z-RLRGG-aminoluciferin luminescence, 40 min; Q9BQF6;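 active = inhibition above about 50% at the single test dose, limit read from the data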;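 note: plate controls were DMSO with enzyme for no effect and no enzyme buffer wells for full effect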
# Target sequence (Q9BQF6 706-1050 limits assumed): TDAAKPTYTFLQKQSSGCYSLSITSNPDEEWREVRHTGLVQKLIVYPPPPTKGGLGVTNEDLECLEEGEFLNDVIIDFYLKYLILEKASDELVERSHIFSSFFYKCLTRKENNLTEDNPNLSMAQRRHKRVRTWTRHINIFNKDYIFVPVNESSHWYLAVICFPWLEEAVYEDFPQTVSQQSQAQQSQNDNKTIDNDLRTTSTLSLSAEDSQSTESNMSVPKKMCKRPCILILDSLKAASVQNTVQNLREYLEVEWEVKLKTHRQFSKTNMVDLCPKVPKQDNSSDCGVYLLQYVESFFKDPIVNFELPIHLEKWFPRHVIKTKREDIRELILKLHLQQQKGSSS
# 697 NFkB inh = lowers PMA/ionomycin-induced NF-kB signal in 697 B cells; 697 B-cell NF-kB luciferase reporter, 16 h; inhibition, % at 4 µM; hit rate 0.33% among 330,000; in the data active = inhibition above about 35%
# SENP8 block = blocks the human protease SENP8; Q96LD8; purified SENP8, Z-RLRGG-aminoluciferin cleavage, luminescence; inhibition, % at 10 µM; hit rate 1.2% among 330,000; AID 2540
# Target sequence (Q96LD8 whole entry, looked up): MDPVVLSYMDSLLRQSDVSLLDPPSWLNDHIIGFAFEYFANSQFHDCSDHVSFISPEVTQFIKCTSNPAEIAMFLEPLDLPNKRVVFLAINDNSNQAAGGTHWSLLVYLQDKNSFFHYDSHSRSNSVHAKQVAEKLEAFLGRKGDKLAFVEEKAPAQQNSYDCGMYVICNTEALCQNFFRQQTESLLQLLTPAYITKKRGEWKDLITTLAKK
# Jurkat NFkB inh = inhibitors of the PMA/ionomycin-induced NF-kB reporter in Jurkat cells; PMA/ionomycin-induced NF-kB luciferase reporter, luminescence; inhibition, % at 4 µM; hit rate 0.53% among 330,000; AID 435003
# Numbers without * were called inactive; ? = inconclusive. Cut-off read from the data, not from the text of the source, unless noted: active = inhibition above about 50%; inactive = the rest. Compounds were not picked by outcome; 3.6% or so of the library scored in one or more.
no.	molecule	HKDC1 inhibitor	Apaf-1 inh	UBC13 inh	Gli-Sufu antag
1	O=C(O)C1CC=CCC1C(=O)Nc1ccc(N2CCN(Cc3ccccc3)CC2)cc1 (configuration not stated)	-7	5	-9	1
2	O=C(NCCc1cccnc1)C1CCC(=O)N(Cc2ccc(Cl)cc2)C1 (configuration not stated)	-6	1	-14	3
3	Cc1nnc(SCC(=O)N2CCN(S(=O)(=O)c3ccccc3)CC2)n1Cc1ccccc1	-4	0	-2	10
4	O=C(NCC1CCN(Cc2cccc(Cl)c2)CC1)C1CCCN(c2ncnc3c2nc2n3CCCCC2)C1 (configuration not stated)	2	12	93*	32
5	O=C(NNC(=O)c1ccc(F)c(S(=O)(=O)N2CCOCC2)c1)c1ccc([N+](=O)[O-])cc1	3	-9	9	-22
6	O=C(CSc1ccc(-c2ccccn2)nn1)c1ccccc1	-11	1	-23	-27
7	O=[N+]([O-])c1cc(S(=O)(=O)N2CCOCC2)ccc1OCc1ccccc1C(F)(F)F	-3	18	-4	2
8	COc1ccccc1N1CCN(CC(=O)c2c(C)[nH]c3ccccc23)CC1	-10	-2	0	-6
9	Cc1ccc(NC(=O)C2CCN(S(=O)(=O)c3ccc(Cl)c(C(F)(F)F)c3)CC2)nc1	-15	-2	0	-20
10	COc1ccc(C)cc1S(=O)(=O)N1CCC(C(=O)NCCc2ccccc2)CC1	-11	2	4	-4

no.	SENP7 inh	697 NFkB inh	SENP8 block	Jurkat NFkB inh
1	-4	-4	-5	-8
2	-2	-8	4	11
3	4	5	1	15
4	14	-49	0	-4
5	0	18	-1	0
6	-9	-35	-10	-15
7	2	-2	4	-4
8	1	16	-3	16
9	0	-16	1	2
10	1	8	2	-10

# Remaining list, next part:
no.	molecule	HKDC1 inhibitor	Apaf-1 inh	UBC13 inh	Gli-Sufu antag
11	Cc1cccc(NC(=O)c2ccc3c(c2)C(=O)N(c2ccccn2)C3=O)c1C	-3	12	1	-14
12	Cc1cc(N)nc(C)c1C#N	-10	-13	12	3
13	CCCNC(=O)c1cc(Cl)c(NC(=O)C2=C(C)OCCS2)cc1OC	-6	10	6	32
14	CC(=O)c1c(N=CN(C)C)nc(C)nc1-c1ccccc1	-1	-4	3	5
15	Cc1ccc(N(C)C(=O)N2CCN(S(=O)(=O)c3ccc4ccccc4c3)CC2)cc1	-3	21	-8	-1
16	Cc1ccc(-c2cn(-c3ccccc3)c(=S)[nH]2)cc1C	-1	24	4	-69
17	C=CCNc1nc(NCCN2CCOCC2)nc(OC)n1	-5	-3	0	3
18	CN(CC(=O)N1CCN(c2ccccn2)CC1)S(=O)(=O)c1ccc(Cl)cc1	2	7	-1	22
19	Cc1ccc(Cl)cc1N1CCN(C(=O)c2noc(C)c2[N+](=O)[O-])CC1	0	22	-8	30
20	Cc1ccc(NC(=O)c2cc(-n3cnnc3)ccc2Cl)c(C)c1	-7	-10	4	-2

no.	SENP7 inh	697 NFkB inh	SENP8 block	Jurkat NFkB inh
11	-12	11	-7	15
12	2	13	1	6
13	-4	7	9	-15
14	3	9	6	11
15	-2	-13	2	15
16	87*	-286	66*	-152
17	15	16	-4	-3
18	-4	8	-1	-6
19	3	20	-5	-1
20	7	16	0	1

# Taken from the entries so far, six compounds:
no.	molecule	HKDC1 inhibitor	Apaf-1 inh	UBC13 inh	Gli-Sufu antag
11	Cc1cccc(NC(=O)c2ccc3c(c2)C(=O)N(c2ccccn2)C3=O)c1C	-3	12	1	-14
12	Cc1cc(N)nc(C)c1C#N	-10	-13	12	3
13	CCCNC(=O)c1cc(Cl)c(NC(=O)C2=C(C)OCCS2)cc1OC	-6	10	6	32
14	CC(=O)c1c(N=CN(C)C)nc(C)nc1-c1ccccc1	-1	-4	3	5
15	Cc1ccc(N(C)C(=O)N2CCN(S(=O)(=O)c3ccc4ccccc4c3)CC2)cc1	-3	21	-8	-1
16	Cc1ccc(-c2cn(-c3ccccc3)c(=S)[nH]2)cc1C	-1	24	4	-69

no.	SENP7 inh	697 NFkB inh	SENP8 block	Jurkat NFkB inh
11	-12	11	-7	15
12	2	13	1	6
13	-4	7	9	-15
14	3	9	6	11
15	-2	-13	2	15
16	87*	-286	66*	-152

# (listing goes on)
no.	molecule	HKDC1 inhibitor	Apaf-1 inh	UBC13 inh	Gli-Sufu antag
21	CCOC(=O)c1c(NC(=O)COC(=O)c2ncc(Cl)c(Cl)c2Cl)sc(C(=O)N(C)C)c1C	13	19	-8	-1
22	CCc1cccc(C)c1NC(=O)CN1C(=O)c2ccccc2S1(=O)=O	6	15	-1	3
23	Cc1ccc(C(=O)COC(=O)C(C)N2C(=O)C3C4C=CC(C4)C3C2=O)cc1C (configuration not stated)	4	2	2	0
24	Nc1ccccc1SCc1cn2ccccc2n1	3	0	-1	-60
25	CC(C)[C@H](NC(=O)[C@@H]1CSCN1C(=O)OC(C)(C)C)C(=O)NCC1CCC(C(=O)O)CC1 (some centres not stated)	-1	10	0	1
26	CCCCCCC(C)n1cc(C(C)=O)c(=O)n(C)c1=O (configuration not stated)	-13	-5	13	-7
27	COc1ccc(-c2nnn(CC(=O)N3CCN(c4ccc(F)cc4)CC3)n2)cc1	-9	-20	-2	1
28	COc1cccc(OC)c1C(=O)NCCN1CCN(C(=O)c2c(OC)cccc2OC)CC1	0	8	-20	6
29	CCCNc1c(NS(=O)(=O)c2ccc(C)c(C)c2)c(=O)oc2ccccc12	-6	20	-2	6
30	COC(=O)C1=C(C)NC(=O)C1(NC(=O)c1cccnc1)C(F)(F)F (configuration not stated)	-3	2	-4	22

no.	SENP7 inh	697 NFkB inh	SENP8 block	Jurkat NFkB inh
21	-9	-30	0	-10
22	-5	-7	-19	5
23	-5	-9	5	8
24	12	-96	0	-99
25	-11	0	-7	-3
26	-2	-7	-2	19
27	10	-12	-5	6
28	-2	8	-3	1
29	-1	1	6	15
30	-10	9	-7	12

# Next part:
no.	molecule	HKDC1 inhibitor	Apaf-1 inh	UBC13 inh	Gli-Sufu antag
31	c1ccc(Cc2ccc(OCCn3cncn3)cc2)cc1	6	1	-4	3
32	Cc1ccc(NC(=S)NCc2cccs2)c(C)c1	-2	3	-4	0
33	COc1ccc(-c2n[nH]c(=S)o2)c(OC)c1	-3	-11	5	-1
34	N#Cc1cc2c(nc1SCc1ccncc1)CCC2	-6	-5	4	-32
35	CC(C)(C)N(Cc1ccccc1)C(=O)COC(=O)C1CC1	2	-4	1	-6
36	O=C(CCN1C(=O)c2ccccc2S1(=O)=O)Nc1ccccc1	-6	0	2	-3
37	CCCc1nnc(NC(=O)c2c(O)c3cccc4c3n(c2=O)CC4)s1	-2	0	38	-16
38	COc1ccc(NC(=S)N(CCCN2CCCCCC2)Cc2cccs2)cc1	0	0	9	-10
39	COc1ccc(OC)c(-c2c3c([nH]c(=S)c2C#N)CCCC3)c1	2	-5	?	8
40	O=c1[nH]c(SCc2ccccc2[N+](=O)[O-])nc2nc[nH]c12	1	0	-4	-12

no.	SENP7 inh	697 NFkB inh	SENP8 block	Jurkat NFkB inh
31	-6	-21	-6	-7
32	11	-2	4	5
33	-2	-4	0	-1
34	-1	-23	-1	-17
35	1	8	8	0
36	2	-1	0	8
37	-7	17	0	-6
38	0	-11	-7	-10
39	4	17	5	-3
40	-10	-14	7	-55

# The list continues:
no.	molecule	HKDC1 inhibitor	Apaf-1 inh	UBC13 inh	Gli-Sufu antag
41	COc1ccc(-c2cc(C(=O)Nc3cc(C)on3)c3ccccc3n2)c(OC)c1	0	19	-5	6
42	Cc1cc(C)n(CCc2nc(-c3cccs3)cs2)n1	0	8	-3	7
43	N#Cc1ccccc1NC(=O)CN1C(=O)NC(Cc2c[nH]c3ccccc23)C1=O (configuration not stated)	-4	-3	-10	-10
44	COc1ccccc1N(CC(=O)NCc1ccccc1)C(=O)CCC(=O)Nc1cc(C)ccn1	0	4	3	7
45	Cc1ccccc1NC(=O)C(=O)NNC(=O)COc1ccc2ccccc2c1	6	12	-10	-10
46	CCCn1c(=O)c2sccc2n2c(CCCC(=O)NCC3CCCO3)nnc12 (configuration not stated)	-1	-3	-4	-6
47	CCN(C[C@H]1N[C@@](C)(C(=O)OC)[C@H]2C(=O)N(C)C(=O)[C@@H]12)C(=O)COC	-1	2	-7	6
48	CN1CCc2c(sc3c2c(=O)n(-c2cccc(Cl)c2)c2nncn32)C1	3	4	5	-13
49	Cc1cc(C)c2c(=O)[nH]n(C(C)C)c2n1	1	0	2	-1
50	CCN(CC)C(=O)C(=O)N/N=C/c1ccc(F)cc1	-6	9	-11	-2

no.	SENP7 inh	697 NFkB inh	SENP8 block	Jurkat NFkB inh
41	3	11	-2	7
42	6	-19	-2	-11
43	-2	20	9	-13
44	5	-9	-2	-1
45	-3	-2	-5	-2
46	-5	-1	2	14
47	4	15	5	12
48	3	23	-4	-18
49	2	20	2	12
50	-9	13	-9	-6

# Arranged by formula weight (rising): part of the list above.
no.	molecule	HKDC1 inhibitor	Apaf-1 inh	UBC13 inh	Gli-Sufu antag
12	Cc1cc(N)nc(C)c1C#N	-10	-13	12	3
32	Cc1ccc(NC(=S)NCc2cccs2)c(C)c1	-2	3	-4	0
37	CCCc1nnc(NC(=O)c2c(O)c3cccc4c3n(c2=O)CC4)s1	-2	0	38	-16
41	COc1ccc(-c2cc(C(=O)Nc3cc(C)on3)c3ccccc3n2)c(OC)c1	0	19	-5	6

no.	SENP7 inh	697 NFkB inh	SENP8 block	Jurkat NFkB inh
12	2	13	1	6
32	11	-2	4	5
37	-7	17	0	-6
41	3	11	-2	7

# The listing continues.
no.	molecule	HKDC1 inhibitor	Apaf-1 inh	UBC13 inh	Gli-Sufu antag
51	O=C1c2ccccc2C(=O)N1Cc1nc(-c2ccccn2)no1	-8	-5	3	5
52	Fc1ccc(/C=N/NC(=S)NCCc2ccccc2)cc1F	0	13	3	14
53	COC(=O)c1[nH]c2cccc(Cl)c2c1NC(=O)CN(C)C1CCCCC1	9	11	6	-4
54	CCOC(=O)Cn1c2ccc(OC)cc2c2nc3ccccc3nc21	1	-5	-21	7
55	C=CCOc1ccc(/C=C/C(C)=N\O)cc1	3	13	0	-109
56	CCOC(=O)c1ccc(N2CCN(c3cc(C)ccc3C)CC2)c(N)c1	1	21	3	-3
57	CCC(=O)c1ccc(OCC(O)Cn2c(C)nc3ccccc32)cc1 (configuration not stated)	-6	6	-9	51
58	CC(=O)c1cccc(NC(=O)C(C)OC(=O)/C=C/c2cccs2)c1 (configuration not stated)	-2	6	-12	1
59	Cc1ccc(C(=O)O/N=C/c2c(Cl)n(C)c3ccccc23)cc1	1	6	-2	4
60	CCc1nc(N(CC)CC)c2oc3ccccc3c2n1	-1	13	5	-43

no.	SENP7 inh	697 NFkB inh	SENP8 block	Jurkat NFkB inh
51	0	12	0	-5
52	-8	3	0	-2
53	10	0	6	7
54	3	-27	-5	-5
55	89*	-84	83*	-118
56	8	1	3	3
57	-2	-35	-2	29
58	-6	-35	3	6
59	-2	8	-4	-6
60	-2	0	6	0

# Carrying on:
no.	molecule	HKDC1 inhibitor	Apaf-1 inh	UBC13 inh	Gli-Sufu antag
61	CCN(CC(=O)Nc1c(F)cccc1F)C(=O)c1ccc(C#N)cc1	-1	3	-5	-5
62	CCOC(=O)c1ccc(N/C=C/C(=O)c2ccco2)cc1	-5	-21	-5	-91
63	CC(C)=C1C2C=CC1C(C(=O)Nc1cc(C)ccc1C)C2C(=O)O (configuration not stated)	0	1	5	6
64	CC1Cc2ccccc2N1C(=O)CN1C(=O)C(=O)N(Cc2ccccc2)C1=O (configuration not stated)	-4	-3	0	8

no.	SENP7 inh	697 NFkB inh	SENP8 block	Jurkat NFkB inh
61	-2	1	-13	-4
62	-6	-125	83*	-99
63	0	16	-9	11
64	-4	-2	-2	-4
